E-sel inducer = E-selectin induction on HUVECs | HUVEC E-selectin immunofluorescence imaging; normalized: neutral wells 0, TNF-alpha wells 100 | 0.37% of 260,000 active | P16581 | activation, % at 7.58 µM;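 active = mean E-selectin-positive cell signal at least 10% of the positive control, reached in at least 60% of replicates, without over 20% cell loss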;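 also: in these data hits start at about 27%; measured in HUVEC primary endothelial cells; signal is the percent of cells scored E-selectin positive by PE staining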
Target sequence (P16581 whole entry, looked up): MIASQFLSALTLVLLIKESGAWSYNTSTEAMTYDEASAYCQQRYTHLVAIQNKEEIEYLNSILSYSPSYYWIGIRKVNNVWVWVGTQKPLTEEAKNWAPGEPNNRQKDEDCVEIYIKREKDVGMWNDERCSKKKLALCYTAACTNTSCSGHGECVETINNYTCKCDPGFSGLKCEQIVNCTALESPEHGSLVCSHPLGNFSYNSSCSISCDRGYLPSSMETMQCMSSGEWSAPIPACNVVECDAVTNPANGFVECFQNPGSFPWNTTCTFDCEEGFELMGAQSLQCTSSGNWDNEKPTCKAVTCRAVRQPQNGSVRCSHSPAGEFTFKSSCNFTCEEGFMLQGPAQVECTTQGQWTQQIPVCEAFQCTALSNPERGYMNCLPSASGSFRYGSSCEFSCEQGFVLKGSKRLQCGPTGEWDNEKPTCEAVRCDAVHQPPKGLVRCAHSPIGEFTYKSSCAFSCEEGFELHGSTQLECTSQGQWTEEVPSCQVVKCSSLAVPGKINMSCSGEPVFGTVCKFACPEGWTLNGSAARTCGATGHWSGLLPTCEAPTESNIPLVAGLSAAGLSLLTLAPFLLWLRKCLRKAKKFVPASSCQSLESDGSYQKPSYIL
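Test system: HUVEC; input: 3,000 HUVEC/well; measured by: immunofluorescence imaging; read-out: % PE-positive cells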
* = called active by the depositor; & = joins results of further samples. An excerpt, so the mix of outcomes need not match the whole.

SMILES | E-sel inducer
CC(=O)N1CC2(C1)[C@H](c1ccccc1)[C@@H](CO)N2Cc1ccccc1F | 0.1
CCCNC(=O)N1CCC2(CC1)CN(C(=O)c1cccnc1)[C@H](CO)c1[nH]c3cc(OC)ccc3c12 | -0.2
C[C@@H]1CN([C@H](C)CO)C(=O)c2cc(-c3cccnc3)cnc2O[C@@H]1CN(C)Cc1ccccc1 | -0.1
C/C=C/c1cnc2c(c1)C(=O)N([C@@H](C)CO)C[C@H](C)[C@@H](CN(C)C(=O)C1CCC1)O2 | 1.8
CC(C)CC#Cc1ccc2c(c1)O[C@H](CN(C)C(=O)C1CC1)[C@H](C)CN([C@H](C)CO)S2(=O)=O | -0.5
COc1ccc2c3c(n(C)c2c1)[C@H](CO)N(C(=O)CN1CCOCC1)CC31CCN(C)CC1 | -0.1
C[C@H](CO)N1C[C@H](C)[C@H](CN(C)Cc2ccc3c(c2)OCO3)Oc2ncc(-c3cc4ccccc4o3)cc2C1=O | 0.0
COc1ccc2c3c([nH]c2c1)[C@@H](CO)N(C(=O)C1CCCC1)CC31CN(Cc2cccc(F)c2)C1 | -0.4
C[C@@H]1CN([C@@H](C)CO)C(=O)c2cc(C3=CCCC3)cnc2O[C@H]1CN(C)C(=O)C1CC1 | 0.6
C[C@H](CO)N1C[C@H](C)[C@H](CN(C)C(=O)C2CC2)Oc2cc(C#CC(C)(C)O)ccc2S1(=O)=O | 0.6

Five records picked at random from those above:
SMILES | E-sel inducer
C[C@H](CO)N1C[C@H](C)[C@H](CN(C)Cc2ccc3c(c2)OCO3)Oc2ncc(-c3cc4ccccc4o3)cc2C1=O | 0.0
C[C@@H]1CN([C@@H](C)CO)C(=O)c2cc(C3=CCCC3)cnc2O[C@H]1CN(C)C(=O)C1CC1 | 0.6
CC(=O)N1CC2(C1)[C@H](c1ccccc1)[C@@H](CO)N2Cc1ccccc1F | 0.1
C/C=C/c1cnc2c(c1)C(=O)N([C@@H](C)CO)C[C@H](C)[C@@H](CN(C)C(=O)C1CCC1)O2 | 1.8
C[C@@H]1CN([C@H](C)CO)C(=O)c2cc(-c3cccnc3)cnc2O[C@@H]1CN(C)Cc1ccccc1 | -0.1

Next part.
SMILES | E-sel inducer
C(=C\c1ccc(C2[C@H]3CNC[C@@H]2N3CC2CCOCC2)cc1)/c1ccccc1 (some centres undefined) | 0.0
c1cncc(-c2ccc(C3[C@H]4CNC[C@@H]3N4Cc3ccc4c(c3)OCO4)cc2)c1 (some centres undefined) | 0.0&0.3
CC(C)CC#Cc1ccc2c(c1)O[C@@H](CN(C)C(=O)C1CC1)[C@@H](C)CN([C@@H](C)CO)S2(=O)=O | 0.1
CCCOc1ccc(/C=N/NC(=S)Nc2ccccc2[N+](=O)[O-])c(O)c1 | -0.3
C[C@@H]1CN([C@@H](C)CO)C(=O)c2cc(Br)cnc2O[C@@H]1CN(C)C(=O)C1CCC1 | 6.2
COc1cccc(S(=O)(=O)N2CCC3(CC2)CN[C@H](CO)c2[nH]c4cc(OC)ccc4c23)c1 | -0.2
C[C@@H]1CN([C@@H](C)CO)C(=O)c2cc(Br)cnc2O[C@H]1CN(C)C(=O)C1CCC1 | 0.4
CO[C@H]1CN(C)C(=O)c2cc(NC(=O)NC3CCCC3)ccc2OC[C@H](C)NC[C@@H]1C | -0.1
CC(C)NC(=O)Nc1ccc2c(c1)C(=O)N([C@@H](C)CO)C[C@@H](C)[C@H](CN(C)C(=O)CCCN(C)C)OCCCC[C@@H](C)O2 | 0.3
COc1ccc2c3c([nH]c2c1)[C@@H](CO)N(C(=O)Nc1ccc(F)cc1)CC31CN(S(=O)(=O)c2cccs2)C1 | -0.6
COc1ccc2c3c(n(C)c2c1)[C@@H](CO)N(C(=O)c1ccccn1)CC31CCN(C)CC1 | -0.2
COc1ccc2c3c([nH]c2c1)[C@@H](CO)N(Cc1ccccc1)CC31CN(S(C)(=O)=O)C1 | -0.5
COc1ccc2c3c([nH]c2c1)[C@H](CO)N(C(=O)CN1CCOCC1)CC31CN(C(=O)NC(C)C)C1 | -0.3
COc1ccc(S(=O)(=O)N(C)C[C@@H]2Oc3c(NC(=O)Nc4cccc5ccccc45)cccc3C(=O)N([C@@H](C)CO)C[C@H]2C)cc1 | -2.1
Cc1ccc(S(=O)(=O)Nc2ccc3c(c2)C(=O)N([C@H](C)CO)C[C@@H](C)[C@H](CN(C)C(=O)Nc2ccccc2)OCCCC[C@H](C)O3)cc1 | -0.1
CCCCNC(=O)CSc1nc2ccccc2n1S(=O)(=O)c1ccc(Cl)cc1 | -0.4
CCCNC(=O)N1CC2(CCN(Cc3ccc(F)cc3)CC2)c2c([nH]c3cc(OC)ccc23)[C@@H]1CO | -0.1
CCCNC(=O)N1CC2(CN(C(=O)c3ccncc3)C2)c2c([nH]c3cc(OC)ccc23)[C@@H]1CO | 0.3
COc1ccc2c3c([nH]c2c1)[C@H](CO)N(Cc1ccccc1)CC31CCN(C)CC1 | -0.1
CCC(=O)N1CCC2(CC1)CN(C(=O)NC1CCCC1)[C@@H](CO)c1c2c2ccc(OC)cc2n1C | -0.3
C[C@@H]1CN([C@@H](C)CO)S(=O)(=O)c2ccc(-c3ccc(F)cc3)cc2O[C@@H]1CN(C)C(=O)C1CCC1 | 0.6
COc1ccc2c3c([nH]c2c1)[C@H](CO)N(S(C)(=O)=O)CC31CN(C(=O)Cc2cccnc2)C1 | 0.2
CCCNC(=O)N1CC2(CCN(CC3CCOCC3)CC2)c2c(n(C)c3cc(OC)ccc23)[C@@H]1CO | -0.1
C[C@@H]1CN([C@H](C)CO)C(=O)c2cc(-c3cccc(F)c3)cnc2O[C@@H]1CN(C)C(=O)C1CC1 | 0.1
Cc1cccc(-c2ccc(C3[C@H]4CNC[C@@H]3N4C(=O)Nc3ccccc3Cl)cc2)c1 (some centres undefined) | 0.0
Cc1ccc(-c2ccc3c(c2)O[C@@H](CN(C)C(=O)C2CCCCC2)[C@@H](C)CN([C@H](C)CO)S3(=O)=O)cc1 | -0.2
C[C@@H]1CN([C@H](C)CO)S(=O)(=O)c2ccc(C3=CCCC3)cc2O[C@H]1CN(C)C(=O)C1CC1 | 0.0
COc1ccc2c3c(n(C)c2c1)[C@H](CO)N(C(C)=O)CC31CN(C(=O)NC(C)C)C1 | -0.1
Cc1ccc(-c2ccc3c(c2)O[C@H](CN(C)C(=O)C2CCCCC2)[C@H](C)CN([C@@H](C)CO)S3(=O)=O)cc1 | -0.5
COc1ccc2c3c([nH]c2c1)[C@H](CO)N(Cc1cc(F)ccc1F)CC31CCN(C(C)=O)CC1 | -0.3

Entries above that have a halogen (11):
SMILES | E-sel inducer
CC(=O)N1CC2(C1)[C@H](c1ccccc1)[C@@H](CO)N2Cc1ccccc1F | 0.1
COc1ccc2c3c([nH]c2c1)[C@@H](CO)N(C(=O)C1CCCC1)CC31CN(Cc2cccc(F)c2)C1 | -0.4
C[C@@H]1CN([C@@H](C)CO)C(=O)c2cc(Br)cnc2O[C@@H]1CN(C)C(=O)C1CCC1 | 6.2
C[C@@H]1CN([C@@H](C)CO)C(=O)c2cc(Br)cnc2O[C@H]1CN(C)C(=O)C1CCC1 | 0.4
COc1ccc2c3c([nH]c2c1)[C@@H](CO)N(C(=O)Nc1ccc(F)cc1)CC31CN(S(=O)(=O)c2cccs2)C1 | -0.6
CCCCNC(=O)CSc1nc2ccccc2n1S(=O)(=O)c1ccc(Cl)cc1 | -0.4
CCCNC(=O)N1CC2(CCN(Cc3ccc(F)cc3)CC2)c2c([nH]c3cc(OC)ccc23)[C@@H]1CO | -0.1
C[C@@H]1CN([C@@H](C)CO)S(=O)(=O)c2ccc(-c3ccc(F)cc3)cc2O[C@@H]1CN(C)C(=O)C1CCC1 | 0.6
C[C@@H]1CN([C@H](C)CO)C(=O)c2cc(-c3cccc(F)c3)cnc2O[C@@H]1CN(C)C(=O)C1CC1 | 0.1
Cc1cccc(-c2ccc(C3[C@H]4CNC[C@@H]3N4C(=O)Nc3ccccc3Cl)cc2)c1 (some centres undefined) | 0.0
COc1ccc2c3c([nH]c2c1)[C@H](CO)N(Cc1cc(F)ccc1F)CC31CCN(C(C)=O)CC1 | -0.3

(listing goes on)
SMILES | E-sel inducer
COc1ccc(S(=O)(=O)N2CC3(CN(Cc4ccncc4)[C@H](CO)c4[nH]c5cc(OC)ccc5c43)C2)cc1 | 0.0
CCNc1nc(NCC)nc(SCCOC(=O)Nc2ccc(Cl)cc2Cl)n1 | -0.8
Cc1ccc(-n2ncc3c(NCc4cccnc4)ncnc32)c(C)c1 | -0.8
COc1ccc2c3c(n(C)c2c1)[C@@H](CO)N(C(=O)Nc1ccc(F)cc1)CC31CN(S(=O)(=O)c2cccs2)C1 | 0.2
CCCN1CCC2(CC1)CN(Cc1ccccc1OC)[C@H](CO)c1c2c2ccc(OC)cc2n1C | 0.1
O=S(=O)(c1ccccc1)N1[C@@H]2CNC[C@H]1C2c1ccc(-c2ccc(F)cc2)cc1 (some centres undefined) | 0.0
C[C@@H]1CN([C@@H](C)CO)C(=O)c2cc(-c3cccnc3)cnc2O[C@@H]1CN(C)Cc1ccccc1 | -0.2
C/C=C/c1ccc(C2[C@H]3CNC[C@@H]2N3S(=O)(=O)c2ccc(Cl)cc2)cc1 (some centres undefined) | 0.0
C[C@@H]1CN([C@@H](C)CO)C(=O)c2cc(NC(=O)Nc3ccccc3)ccc2O[C@@H](C)CCCCO[C@@H]1CN(C)Cc1ccncc1 | -0.1
C[C@@H]1CN([C@H](C)CO)S(=O)(=O)c2ccc(-c3ccccc3)cc2O[C@@H]1CN(C)C(=O)C1CCC1 | -0.1
COCC(=O)N1CC2(C1)CN(C(=O)CN1CCOCC1)[C@H](CO)c1c2c2ccc(OC)cc2n1C | -0.1
C[C@@H]1CN([C@H](C)CO)S(=O)(=O)c2ccc(C#Cc3cccnc3)cc2O[C@@H]1CN(C)CC1CC1 | 0.7
COc1ccc(S(=O)(=O)N(C)C[C@H]2Oc3ccc(NC(=O)Nc4ccc(C(F)(F)F)cc4)cc3C(=O)N([C@@H](C)CO)C[C@@H]2C)cc1 | 0.7
CCC(=O)N1CCC2(CC1)CN(C(=O)Nc1ccccc1F)[C@@H](CO)c1[nH]c3cc(OC)ccc3c12 | -0.2
C[C@H]1CN([C@@H](C)CO)S(=O)(=O)c2ccc(-c3ccncc3)cc2O[C@@H]1CN(C)C(=O)C1CCC1 | 1.3
COc1ccc2c3c([nH]c2c1)[C@H](CO)N(C(=O)NC(C)C)CC31CN(C(=O)NC2CCCC2)C1 | -0.1
CCCNC(=O)N1CC2(CN(C(=O)c3cccnc3)C2)c2c([nH]c3cc(OC)ccc23)[C@@H]1CO | 0.0
COc1ccc2c3c([nH]c2c1)[C@@H](CO)N(C(=O)Nc1ccc(F)cc1)CC31CN(S(C)(=O)=O)C1 | 0.0
C/C=C/c1ccc(C2[C@H]3CNC[C@@H]2N3S(=O)(=O)c2c(C)noc2C)cc1 (some centres undefined) | 0.0
CCC(=O)N(C)C[C@@H]1Oc2cc(C3=CCCCC3)ccc2S(=O)(=O)N([C@H](C)CO)C[C@@H]1C | 3.3
Fc1ccccc1-c1ccc(C2[C@@H]3CN(Cc4ccccc4)C[C@H]2N3)cc1 (some centres undefined) | -0.2&0.1
O=C(NCC[C@@H]1CC[C@H](NS(=O)(=O)c2ccc(Cl)cc2)[C@H](CO)O1)Nc1ccc(F)cc1 | -0.2
COc1ccc2c3c(n(C)c2c1)[C@@H](CO)N(Cc1ccccc1)CC31CCN(C)CC1 | -0.2
COc1cccc(-c2ccc(C3[C@@H]4CN(S(=O)(=O)Cc5ccccc5)C[C@H]3N4)cc2)c1 (some centres undefined) | 0.0
COc1ccc2c3c([nH]c2c1)[C@@H](CO)N(C(=O)Nc1ccc(F)cc1)CC31CCN(Cc2nccs2)CC1 | -0.1
CCCC(=O)N1CCC2(CC1)CN(C(=O)C1CCOCC1)[C@H](CO)c1[nH]c3cc(OC)ccc3c12 | -0.1
COc1ccc2c3c([nH]c2c1)[C@H](CO)N(C(=O)Cc1ccccc1)CC31CCN(C(=O)Cc2ccccc2)CC1 | 0.1
COc1ccc2oc(C(=O)c3ccccc3)c(N)c2c1 | 2.0
CCC(=O)N1CC2(CCN(Cc3ccc(Cl)cc3)CC2)c2c([nH]c3cc(OC)ccc23)[C@H]1CO | -0.2
CC1=CC2=NC(=O)/C(=C\c3ccc(-c4ccc(Cl)cc4)o3)C(=N)N2O1 | 0.1
O=C(c1ccc(F)cc1)N1C[C@@H]2N[C@H](C1)C2c1ccc(-c2cccnc2)cc1 (some centres undefined) | 0.0&0.0
C[C@H](CO)N1C[C@H](C)[C@@H](CN(C)Cc2ccc(-c3ccccc3)cc2)Oc2c(NC(=O)Nc3ccccc3)cccc2C1=O | 2.4
COCC(=O)N1CCC2(CC1)CN(Cc1cccc(OC)c1)[C@@H](CO)c1c2c2ccc(OC)cc2n1C | -0.2
CCOC(=O)c1c(-c2ccc(-c3ccccc3)cc2)csc1NC(=O)c1cccc(N2C(=O)CCC2=O)c1 | -0.1
COc1ccc2c3c([nH]c2c1)[C@H](CO)N(Cc1cccc(F)c1)CC31CCN(CC2CC2)CC1 | -0.6
C[C@@H]1CN([C@H](C)CO)S(=O)(=O)c2ccc(C#CC3CC3)cc2O[C@@H]1CN(C)C(=O)Nc1cc(F)ccc1F | -0.5
COc1ccc2c3c(n(C)c2c1)[C@H](CO)N(Cc1ccc2c(c1)OCO2)CC31CN(C(C)=O)C1 | -0.2
C[C@H](CO)N1C[C@H](C)[C@H](CN(C)C(=O)C2CC2)Oc2cc(-c3ccc(C(=O)N(C)C)cc3)ccc2S1(=O)=O | 0.3
Fc1ccc(CN2[C@@H]3CNC[C@H]2C3c2ccc(-c3ccccc3)cc2)cc1 (some centres undefined) | 0.1&0.2
Cc1[nH]c2ccccc2c1/C=N/Nc1nc(N2CCCCC2)nc(N2CCCCC2)n1 | 1.8
COc1ccc2c3c([nH]c2c1)[C@@H](CO)NCC31CCN(S(=O)(=O)c2cccs2)CC1 | -0.5
C[C@@H]1CN([C@H](C)CO)C(=O)Cc2cc(NC(=O)Nc3ccccc3)ccc2O[C@@H]1CN(C)CC1CC1 | -0.4
C[C@@H]1CN([C@@H](C)CO)S(=O)(=O)c2ccc(C#CC3CC3)cc2O[C@@H]1CN(C)Cc1cncnc1 | 3.2

Bioassay records from PubChem.
